Screens (PubChem)
LMNA splice mod: LMNA splicing modulation. HeLa LMNA splicing GFP/RFP minigene ratio, 48 h. Potency, µM (series often up to 46.1 µM), inactives show top-dose ratio change, negative = inhibition, usual class: inhibitors. actives 0.01% (n = 200,000). AID 1487; active = well fitted inhibition curve with a large enough effect in the signal ratio, with a control signal flat, not every such curve was filed as active; inconclusive = small, poorly fitted or top-dose-only effect, or effect the other way, or a change in a side signal; the % refers to the signal ratio; also: potency is read from the fitted curve at half-maximal effect; % is scaled to controls: 0 for no effect and ±100 for the full control effect
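S3 HeLa cells stably expressing lamin A-EGFP splicing minigene plus DsRed2, 600 cells/well, 48 h compound exposure at 37C. Laser-scanning cytometry; analysed as GFP (500-530 nm)/RFP (575-640 nm) total intensity ratio; 0.5% DMSO vehicle.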
Epigenetic reg: derepresses silenced GFP reporter in murine cells; Potency, µM (titrated, usually from 53.9 µM), for the others: at the highest dose GFP activation, usual class: activators; murine LDR cells, GFP reporter derepression, 30 h; AID 1865; actives 0.2% (n = 280,000); also: potency is read from the fitted curve at half-maximal effect; % of control where 0% means no effect; nearly all actives have a fitted effect of over 60% in size
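Murine LDR cells bearing a silenced CMV-driven GFP reporter were exposed to compound for 30 h at 37 C. After PBS washes, GFP-positive cells (20-120 um objects) counted by laser-scanning microplate cytometry.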
GLA spleen mod: inhibitors or activators of human alpha-galactosidase in spleen homogenate | actives 0.008% (n = 240,000) | human spleen homogenate, 4MU-alpha-Gal fluorescence, 40 min | P06280 | Potency, µM (titrated, usually from 80 µM), inactives show top-dose activity change, negative = inhibition, hits mostly inhibitors | AID 2107;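 also: potency is read from the fitted curve at half-maximal effect; 0% = enzyme with vehicle and -100% = no enzyme basal signal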
Target sequence (P06280 32-429 limits assumed): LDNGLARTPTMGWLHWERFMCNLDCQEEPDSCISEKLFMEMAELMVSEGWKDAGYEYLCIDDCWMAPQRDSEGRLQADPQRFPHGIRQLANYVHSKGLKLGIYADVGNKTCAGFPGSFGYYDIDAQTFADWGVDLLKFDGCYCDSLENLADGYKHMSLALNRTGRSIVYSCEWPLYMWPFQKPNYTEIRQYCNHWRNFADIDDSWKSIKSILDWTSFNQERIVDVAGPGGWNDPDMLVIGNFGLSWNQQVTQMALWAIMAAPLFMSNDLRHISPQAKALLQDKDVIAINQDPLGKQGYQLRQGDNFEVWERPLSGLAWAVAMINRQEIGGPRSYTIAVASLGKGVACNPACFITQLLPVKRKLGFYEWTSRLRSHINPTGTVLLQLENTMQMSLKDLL
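Fluorogenic readout (Ex 365/Em 440 nm) of 4-methylumbelliferone released from 1 mM 4-MU-alpha-galactoside by spleen homogenate, 40 min at 37C, pH 5.0. Data normalized to no-enzyme and enzyme controls; Hill-equation AC50 from compound titrations.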
Luc counter: counter-screen: inhibitors of Kinase-Glo firefly luciferase; Kinase-Glo luciferase, ATP luminescence, 8 min; Potency, µM (highest dose often 38.3 µM), for the others: at the highest dose activity change, negative = inhibition, hits mostly inhibitors; actives 0.28% (n = 200,000); AID 1379; also: potency is read from the fitted curve at half-maximal effect; % is scaled to controls: 0 for no effect and ±100 for the full control effect; nearly all actives have a fitted effect of over 60% in size
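Luminescence was the read-out, taken after 8-minute incubation at ambient temperature. Luciferase turned over luciferin with 10 uM ATP in imidazole pH 7.2 buffer containing KCl, MgCl2, Tween 20 and BSA.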
IMPase Li inh: cell-permeable IMPase inhibitors with lithium potentiation | AID 1457 | CHO-M1 cells, IP1 TR-FRET (IP-One), carbachol + lithium | Potency, µM (series often up to 59.4 µM), for inactives: at the top dose activity, negative = IMPase inhibition, actives largely listed as inhibitors | actives 0.35% (n = 210,000);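 also: IP1 builds up when IMPase is blocked and the TR-FRET signal falls; potency is read from the fitted curve at half-maximal effect; plate controls were basal vehicle for no effect and high inhibitor control for full effect; nearly all actives have a fitted effect of over 50% in size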
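Lithium-sensitised IP1 accumulation assay; M1-expressing CHO cells treated 30 min at 37C with compound. Competitive antibody detection by time-resolved FRET followed a 10 min room-temperature lysis step.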
NPSR antagonist: neuropeptide S receptor (human) antagonism, cAMP; Q6W5P4; CHO-NPSR cells, cAMP TR-FRET, antagonist mode; Potency, µM (titrated, usually from 38.3 µM), for the others: at the top dose activity change, negative = inhibition, actives largely listed as inhibitors; actives 1% (n = 220,000); AID 1461; also: potency is read from the fitted curve at half-maximal effect; % is scaled to controls: 0 for no effect and ±100 for the full control effect; nearly all actives have a fitted effect of over 50% in size; many of its hits are not listed in these tables
Target sequence (Q6W5P4 whole entry, looked up): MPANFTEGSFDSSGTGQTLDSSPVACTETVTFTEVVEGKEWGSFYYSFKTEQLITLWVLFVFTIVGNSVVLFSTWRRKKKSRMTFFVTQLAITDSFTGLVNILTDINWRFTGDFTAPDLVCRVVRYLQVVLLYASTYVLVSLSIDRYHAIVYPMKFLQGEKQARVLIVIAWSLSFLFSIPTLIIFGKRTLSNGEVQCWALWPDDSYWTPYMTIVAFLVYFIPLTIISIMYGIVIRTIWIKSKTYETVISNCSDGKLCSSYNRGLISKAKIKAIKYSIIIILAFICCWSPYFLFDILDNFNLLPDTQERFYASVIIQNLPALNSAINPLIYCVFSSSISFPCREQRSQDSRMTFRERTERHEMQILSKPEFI
CBFb RUNX1 block: blocks binding between human CBF-beta and RUNX1; Q01196+Q13951; AlphaScreen CBFb-His/RUNX1-biotin binding, biochemical; Potency, µM (top dose mostly 59.8 µM), without a hit: at the highest dose activity, negative = inhibition, usual class: inhibitors; 230,000 tested, under 10 active; AID 1477; also: % of control where 0% means no effect
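Read-out: AlphaScreen. Format: His-CBF-beta with biotinylated RUNX1 (30 nM each) preincubated 20 min, compound 15 min, Ni-chelate plus streptavidin beads 90 min; room temperature throughout.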
* = called active by the depositor; ? = inconclusive; / = not tested or not shown; & = joins results of further samples; [ ] = remark or other dose. Unless noted, calls follow the shape of the dose curve; as a rule, active = well fitted curve in the direction sought with a large enough effect; inconclusive = small, poorly fitted or top-dose-only effect, or another doubt; inactive = no such curve, though single readings can be large; an effect the other way counts as inactive or inconclusive. Not all compounds are listed; rates above refer to the full screens.

SMILES	LMNA splice mod	Epigenetic reg	GLA spleen mod	Luc counter	IMPase Li inh	NPSR antagonist	CBFb RUNX1 block
Clc1cccc(CSc2nnc(-c3c[nH]c4ccccc34)o2)c1	?	0.8%	2%	-2%	-2%[38.3 µM]	-28%[46.1 µM]	1%
CC(C)(C)n1nnnc1C(c1cccc(C#N)c1)N1CCN2CCCC2C1 (stereo not given)	-4%	2.0%	1%	3%	16%[38.3 µM]	-11%[46.1 µM]	2%
Cc1ccccc1NC(=O)c1c(F)c(F)c(F)c(F)c1F	14%	0.9%	-3%	0%	12%[38.3 µM]	-8%[46.1 µM]	9%
CCOP(=O)(c1ccc(N(C)C)cc1)C(O)c1cc(OC)c(OC)c(OC)c1 (stereo not given)	-17%	-6.3%	8%	0%	20%[38.3 µM]	-5%[46.1 µM]	16%
O=C(CSc1nnc(Cc2cc(=O)[nH]c(=O)[nH]2)n1-c1ccccc1)N1CCCc2ccccc21	9%	-2.8%	2%	0%	-14%[38.3 µM]	-8%[46.1 µM]	0%
Cc1ccc2c(c1C)NC(C(=O)O)C1CC=CC21 (stereo not given)	?	-0.8%&2.9%	-3%&-5%	-13%	-12%[38.3 µM]	-1%[46.1 µM]	/
Cc1nnc(SCC(=O)Nc2sccc2C#N)n1Cc1ccccc1	7%	-0.4%	0%	2%	0%[38.3 µM]	-12%[46.1 µM]	-21%
CC1CN(S(=O)(=O)c2ccc(C(=O)NN3CCN(C)CC3)cc2)CC(C)O1 (stereo not given)	-4%	-1.1%	-4%	3%	5%	19%	12%
Cc1ccc(/C=N/NC(=O)c2cc(C)oc2C)cc1	/	2.9%	-2%	/	/	12%	6%
COc1ccc(-c2cc(C(F)F)n3ncc(C(=O)N4CCN(C(=O)c5ccco5)CC4)c3n2)cc1	-22%	-0.8%	7%	4%	15%[38.3 µM]	-23%[46.1 µM]	11%
CCOC(=O)c1ccc2nc(C)cc(Nc3cccc(C(=O)O)c3)c2c1	-6%	3.0%&-0.5%	3%	-1%	-4%	-1%	3%[2.36 µM]
CCCn1c(SCC(=O)NC(C)c2ccccc2)n[nH]c1=O (stereo not given)	14%[9.22 µM]	2.6%	-3%	-2%	-9%	-13%	-7%
Cc1occc1C(=O)NCc1cccc(CNC(=O)c2ccoc2C)c1	-7%	-2.1%	-5%	2%	22%[38.3 µM]	-7%[46.1 µM]	-13%
CCc1ccc(-n2c(C)cc(/C=N/NC(=O)OC)c2C)cc1	?	-0.9%	9%	0%	0%	-2%	0%
CCC(=O)NCCSc1c[nH]c2ccccc12	3%	-1.0%	2%	-1%	0%[38.3 µM]	-6%[46.1 µM]	3%
COC(=O)c1cnn(C(=O)c2ccccc2Br)c1N	-2%	0.8%	-6%	4%	-1%[38.3 µM]	-8%[46.1 µM]	1%
COc1ccccc1C(c1nnnn1CC1CCCO1)N1CCC(C(N)=O)CC1 (stereo not given)	-14%	-0.8%	-2%	4%	-4%	-7%[46.1 µM]	-3%
Cn1nnc2cc(NC(=O)N3CC4(C)CC3CC(C)(C)C4)ccc21 (stereo not given)	5%	-1.1%	6%	-1%	19%[38.3 µM]	?	2%
CC(=O)N1N=C(c2ccccc2)OC1c1cccnc1 (stereo not given)	7%[46 µM]	-0.1%	-4%	-2%	-1%	5%	4%
Cc1ccc(S(=O)(=O)Nc2cc(-c3ccccc3)nn2C)cc1Cl	/	0.1%	8%	/	/	25%	-1%

Reprinted from the part before: two compounds, then new ones.
SMILES	LMNA splice mod	Epigenetic reg	GLA spleen mod	Luc counter	IMPase Li inh	NPSR antagonist	CBFb RUNX1 block
CC(=O)N1N=C(c2ccccc2)OC1c1cccnc1 (stereo not given)	7%[46 µM]	-0.1%	-4%	-2%	-1%	5%	4%
Cc1ccc(S(=O)(=O)Nc2cc(-c3ccccc3)nn2C)cc1Cl	/	0.1%	8%	/	/	25%	-1%
CCOC(=O)N1CCN(C(=O)Cn2nc(C)c3sc4ccccc4c3c2=O)CC1	?	1.6%	4%	-3%	-12%[38.3 µM]	-10%[46.1 µM]	4%
Cc1c(-c2cccs2)[n+](=O)c2c(n1[O-])CCCC2	2%	-0.8%	0%	0%	4%	-1%[46.1 µM]	5%
COc1ccc(C(C(=O)NC2CCCCC2)N(C(=O)CCl)c2ccc(OC)cc2)cc1 (stereo not given)	-1%	-0.9%	-5%	-2%	7%	-32%	2%
O=C(CSc1n[nH]c(=O)n1C1CC1)N1N=C(c2ccc(Cl)cc2)CC1c1ccco1 (stereo not given)	/	-0.9%	7%	/	/	-17%	3%
O=c1cc2[nH]c3ccccc3c(=O)n2nc1-c1ccccc1	-6%	11%	1%	-3%	-26%[38.3 µM]	-14%[46.1 µM]	5%
S=c1[nH]ccn1-c1cccc(Cl)c1Cl	/	-0.1%	7%	/	/	15%	1%
Cc1nc(SCC(=O)OCc2ccccc2)c(C#N)c(-c2ccccc2)c1C(=O)Nc1ccccc1	2%	1.5%	-2%	2%	14%[38.3 µM]	-11%[46.1 µM]	21%
COc1cc(OC)cc(C(=O)Nc2ccccc2-c2nnn(CC(N)=O)n2)c1	-15%[46 µM]	-0.5%	0%	3%	2%	-14%	-4%
CCN(CC)S(=O)(=O)c1cc(NC(=O)CSc2nccn2C)ccc1C	/	-1.5%	-2%	0%	7%	1%	-1%
CCCCOC(=O)Nc1ccc(S(=O)(=O)Nc2ncccn2)cc1	/	5.3%	10%	2%	-5%	1%	-3%
COc1cccc([C@@H]2Oc3ccc(OC)cc3C(=O)[C@H]2OC(=O)NCCc2ccc(OC)c(OC)c2)c1	/	-1.1%	-1%	-1%	-11%	/	?
CCOCCCNC(=O)C(NC(=O)c1ccc(=O)[nH]c1)c1ccc(C)cc1 (stereo not given)	8%	1.7%	-13%	-3%	0%[38.3 µM]	-3%[46.1 µM]	6%
COc1ccc(/C=C/C(=O)C2(O)CCCCC2)cc1OC	8%[46 µM]	1.5%	-13%	2%	-1%	14%	6%
Nc1ccccc1Nc1ccncc1[N+](=O)[O-]	0%	-3.1%	0%	-4%	-29%[38.3 µM]	11%[46.1 µM]	3%
CN(c1ccccc1C(=O)Nc1ccc2c(c1)OCO2)S(C)(=O)=O	1%	-0.8%	1%	0%	0%	-12%[46.1 µM]	9%
C/C(=N\Nc1ccc2nncn2n1)c1cccs1	/	-1.3%	-9%	/	/	30%	25%
O=C(CSC(=S)N1CCCCC1)Nc1ncc2c(n1)CCCC2=O	/	1.1%	0%	/	/	1%[7.67 µM]	2%
COc1ccc(-c2nc3ccccc3c(=O)o2)cc1OC	18%	-0.3%	4%	-6%	-9%[38.3 µM]	-11%[46.1 µM]	0%
CC(C)n1c(NCc2cc(Cl)ccc2O)nc2ccccc21	14%	-1.7%	-6%	1%	-9%[38.3 µM]	-18%[46.1 µM]	0%
Cc1oc(-c2ccccc2)cc1C(=O)Nc1cccc(/C=C/C(=O)O)c1	30%[46 µM]	1.7%	9%	5%	-3%	17%	-7%
CN(Cc1ccccc1)C(=O)CSc1nnc(-c2ccco2)n1-c1ccccc1	9%	-2.5%	3%	6%	-2%[38.3 µM]	-4%[46.1 µM]	-7%
CC(=O)Nc1ccc(S(=O)(=O)c2ccc(N)cc2)cc1N	-4%	-0.2%	-3%	-1%	0%[38.3 µM]	-5%[46.1 µM]	-3%
Cc1cc(C)c2sc(N(CCCN(C)C)C(=O)COc3ccc(Cl)cc3)nc2c1	-9%[46 µM]	0.6%	-23%	0%	15%	-49%	5%
COC(=O)[C@@H](NC(=O)Nc1cccc(OC)c1)C(C)C	13%	-2.2%	-10%	-2%	6%[38.3 µM]	3%[46.1 µM]	-1%
Cn1c(=O)c2nc(NCc3ccccc3)cnc2n(C)c1=O	?	2.0%	11%	-1%	8%[38.3 µM]	7%[46.1 µM]	3%
N#Cc1cc2c(nc1SCC(O)CS(=O)(=O)Cc1ccccc1)CCCC2 (stereo not given)	-6%	-0.1%	5%	1%	21%[38.3 µM]	-15%[46.1 µM]	4%
Cc1c(N2CCCC2)cc2c(c1NC(=O)c1ccccc1Cl)C(C)(C)CC2(C)C	/	2.9%	9%	-4%[7.66 µM]	25%	?	-4%
Cc1cc(Cl)ccc1OCC(=O)OCC(=O)Nc1ccc(F)c([N+](=O)[O-])c1	12%	-2.0%	-1%	-2%	-3%	5%	6%
COC(=O)CSC1=C(C#N)C(=O)NC2(CCCCC2)S1	-4%	-0.9%	-16%	2%	8%	-3%[46.1 µM]	-7%
CCS(=O)(=O)N1CCN(C(=O)c2ccco2)CC1	6%	-1.0%	1%	-5%	21%[38.3 µM]	?	3%
Cc1ccccc1C(=O)NNC(=O)CCc1ccccc1	/	-0.1%	-9%	-1%	24%	11%	-4%
COCCOc1cc(NC(=O)c2cccc(OC)c2)c(Cl)cc1Cl	14%[46 µM]	1.1%	1%	0%	1%	-27%	7%
CN(Cc1ccccn1)C(=O)CC1C(=O)NCCN1Cc1cccc(Oc2ccccc2)c1 (stereo not given)	22%[46 µM]	2.1%	-7%	-2%	10%	-14%	-4%
O=C(CSc1nnnn1Cc1ccccc1)Nc1ccc2c(c1)OCCO2	-2%	0.1%	12%	-2%	-35%[38.3 µM]	-12%[46.1 µM]	-2%
COc1cc(/C=C/C(=O)OCC(=O)Nc2ccc([N+](=O)[O-])cc2)ccc1O	/	-0.3%	7%	/	/	-5%[7.67 µM]	3%
CC1CCN(Cc2ccc(NC(=O)C3CCN(c4nnc(-n5cccc5)s4)CC3)cc2)CC1	-11%	0.1%	-16%	4%	64%[activator][38.3 µM]	-2%[46.1 µM]	13%
CCN(CC)C(=O)CSc1nc2ccsc2c(=O)n1CCCC(=O)NCCc1ccc(S(N)(=O)=O)cc1	20%[9.22 µM]	-1.4%	8%	2%	-1%	15%	1%
COc1ccc(CC(NC(C)=O)C(=O)NC2CCN(C(=O)c3ccc([N+](=O)[O-])cc3)CC2)cc1OC (stereo not given)	/	0.0%	-6%	/	/	12%	9%
COc1ccc(C2(O)CC3CCC(C2)N3c2nc(C)cc(C)c2C#N)cc1 (stereo not given)	-17%	-2.2%	-5%	0%	9%	-17%[46.1 µM]	-6%
O=C(c1cccs1)N1CCN(S(=O)(=O)c2ccc(F)cc2)CC1	?	0.0%	-5%	-4%	0%	-5%	1%
Cc1cc(NC(=O)COc2ccccc2)n(-c2ccccc2)n1	-7%	-7.7%	-3%	7%	18%[38.3 µM]	6%[46.1 µM]	1%
CCCCn1c2nc3ccccc3nc2c2c(=O)n(-c3ccccc3)cnc21	-7%	2.1%	3%	2%	8%	-52%	0%
